# Screening results: PubChem, The Scripps Research Institute Molecular Screening Center
# MITF inh = MITF inhibitors, primary screen, biochemical, AlphaScreen, human. 0.91% of 650,000 active. AlphaScreen MITF homodimerization, bead proximity signal. inhibition, % at 2.6 µM; in the data active = inhibition above about 50%;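 note: 0% = vehicle wells with protein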
# Target sequence (O75030 whole entry, looked up): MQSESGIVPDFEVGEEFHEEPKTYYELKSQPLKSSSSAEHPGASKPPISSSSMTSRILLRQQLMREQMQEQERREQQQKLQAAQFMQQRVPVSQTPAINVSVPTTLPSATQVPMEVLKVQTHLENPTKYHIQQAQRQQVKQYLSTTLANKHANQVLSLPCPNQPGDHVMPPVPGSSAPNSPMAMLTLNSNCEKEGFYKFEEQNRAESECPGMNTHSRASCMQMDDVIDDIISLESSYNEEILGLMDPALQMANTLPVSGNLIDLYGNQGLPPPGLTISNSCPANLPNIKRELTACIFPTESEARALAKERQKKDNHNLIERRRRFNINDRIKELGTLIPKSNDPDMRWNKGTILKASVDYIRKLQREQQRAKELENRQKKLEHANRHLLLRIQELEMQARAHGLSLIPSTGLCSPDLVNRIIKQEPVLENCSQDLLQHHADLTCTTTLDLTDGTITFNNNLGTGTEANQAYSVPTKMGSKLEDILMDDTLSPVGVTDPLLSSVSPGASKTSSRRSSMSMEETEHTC
# GPR151 ag = activators of human GPR151, primary screen, cell-based, PathHunter beta-arrestin, luminescence; PathHunter beta-arrestin GPR151 cells; activation, % at 11.2 µM; 1% of 650,000 active; AID 1508602, 2020; in the data active = activation above about 4.9%;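 note: 0% = median of compound wells and 100% = cells with positive control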
# Target sequence (Q8TDV0 whole entry, looked up): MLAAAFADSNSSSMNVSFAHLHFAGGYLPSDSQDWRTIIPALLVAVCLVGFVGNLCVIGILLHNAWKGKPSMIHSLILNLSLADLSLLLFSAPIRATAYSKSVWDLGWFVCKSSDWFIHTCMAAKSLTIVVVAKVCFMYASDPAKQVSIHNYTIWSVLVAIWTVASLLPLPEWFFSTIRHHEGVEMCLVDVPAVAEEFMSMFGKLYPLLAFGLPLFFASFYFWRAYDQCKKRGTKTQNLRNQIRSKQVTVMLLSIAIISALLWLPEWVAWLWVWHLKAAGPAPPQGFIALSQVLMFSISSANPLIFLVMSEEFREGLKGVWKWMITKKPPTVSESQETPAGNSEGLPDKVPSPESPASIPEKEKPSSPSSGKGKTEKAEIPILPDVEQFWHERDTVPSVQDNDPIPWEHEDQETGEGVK
# FBW7 activator = FBW7 E3 ligase activators, primary screen, biochemical, AlphaScreen, human | F-box/WD repeat-containing protein 7 (Homo sapiens), Q969H0 | AlphaScreen FBW7–phospho-cyclin E peptide binding, activator screen | normalized activity (activation), % at 26.1 µM | 0.13% of 650,000 active | AID 1259310, 2017; in the data active = normalized activity above about 1.9%;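 note: purified mutant Fbw7 with reduced substrate affinity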
# TEAD-YAP inh = TEAD-YAP interaction inhibition, primary screen, TEAD-YAP interaction inhibitor project, luminescence, HEK-TIYL cells; TEAD-Gal4/YAP UAS-luciferase luminescence; inhibition, % at 9.12 µM; 1.4% of 640,000 active; AID 1259422, 2018; in the data active = inhibition above about 32%;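 note: 0% = median of test compound wells and 100% = reference inhibitor wells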
# * hit, by the source's call; & = joins results of further samples.
SMILES,MITF inh,GPR151 ag,FBW7 activator,TEAD-YAP inh
O=C1N(C2Cc3ccccc3C2)C[C@@H]2C[C@@H](c3ccc(C#CCCO)cc3)N3CCC[C@@]123,5,-1.0,-0.2,-8
Cc1ccc(NC(=O)c2ccccc2NC(=O)c2ccc(S(=O)(=O)N(C)C)cc2)c(C(=O)c2ccccc2)c1,8,-0.7,0.3,0
CCN(CC)c1cc(-c2ccc(F)cc2)nc(-c2ccncc2)n1,-2,-1.0,0.0,0
CCCCNc1ncnc2c1cnn2-c1cccc(C)c1,-4,0.4,0.0,15
COC(=O)c1c(N2C(N)=C(C#N)C(c3cccs3)C3=C2CC(C)(C)CC3=O)sc2c1CCCCC2 (stereo not drawn),2,0.0,-0.1,-3
CCNC(=O)CC1S/C(=N\N=C\c2ccc(C)o2)NC1=O (stereo not drawn),3,2.9,-0.2,-3
O=C(CCl)NCc1ccc(-c2ccc(Cl)cc2)o1,3,1.6,-0.3,25
COc1ccc(C2C(C(C)=O)=C(O)C(=O)N2CCCn2ccnc2)cc1OC (stereo not drawn),17,0.3,0.2,4
Cc1ccc2nc3c(cc(C#N)c(=O)n3-c3ccc(Br)cc3)c(=O)n2c1,4,-1.0,0.9,-2
Cc1c(C)c2c(c(C)c1O)CCC(C)(CN1CCN(c3cc(N4CCCC4)nc(N4CCCC4)n3)CC1)O2 (stereo not drawn),13,0.5,-0.1,0
CC1(C)CC(NC(=S)NCc2ccc3c(c2)OCO3)CC(C)(C)N1,25,-1.0,0.3,13
COc1ccc(CN2CCN(C3CCN(C(C)C)CC3)C(CCO)C2)c(C)c1C (stereo not drawn),-3,2.1,0.1,0
COc1cc(-c2nnc3s/c(=C\c4cccc([N+](=O)[O-])c4)c(=O)n23)cc(OC)c1OC,9,-0.6,0.0,4
O=[N+]([O-])c1ccc(N2CCN(S(=O)(=O)c3ccc(Br)cc3)CC2)cc1NCCc1ccccc1,9,-0.6,0.1,1
COc1ccc(-c2noc(-c3c(-c4ccccc4Cl)noc3C)n2)cc1,1,0.3,-0.1,-2
COc1ccccc1N/C=C/C(=O)c1ccc(Cl)cc1,-11,0.3,-0.2,-72
CCCCOc1ccc(/C=C2\N=C(c3cc([N+](=O)[O-])ccc3Cl)OC2=O)cc1,-3,0.1,0.2,-1
CC[C@@H](Cn1nc(-c2cccs2)oc1=O)NC(=O)C1CCCC1,-8,-0.2,-0.1,5
COc1ccc(NC(=O)/C(=C/c2cccc([N+](=O)[O-])c2)NC(=O)c2cc(Cl)ccc2OC)c(OC)c1,-2,0.5,-0.1,-1
CSCC[C@H](NC(=O)c1[nH]c(C)c(C(C)=O)c1C)c1nc2ccccc2[nH]1,-1,1.8,-0.2,1
O=C(CCCn1c(=S)[nH]c2ccc(Br)cc2c1=O)N1CCN(c2ccc(F)cc2)CC1,3,-1.3,-0.1,-15
COc1ccc2ccccc2c1/C=C1\N=C(c2ccc(C)c(C)c2)OC1=O,9,0.9,0.0,3
CCCn1cc(/C=C/c2nc(O)c([N+](=O)[O-])c(=O)[nH]2)c2ccccc21,4,0.1,0.0,-9
COc1cccc(NC(=O)/C=C/c2ccccc2OC)c1,-14,-2.5,-0.2,-62

# A portion of the results above, as a working copy:
SMILES,MITF inh,GPR151 ag,FBW7 activator,TEAD-YAP inh
COc1ccc(CN2CCN(C3CCN(C(C)C)CC3)C(CCO)C2)c(C)c1C (stereo not drawn),-3,2.1,0.1,0
COc1cc(-c2nnc3s/c(=C\c4cccc([N+](=O)[O-])c4)c(=O)n23)cc(OC)c1OC,9,-0.6,0.0,4
O=[N+]([O-])c1ccc(N2CCN(S(=O)(=O)c3ccc(Br)cc3)CC2)cc1NCCc1ccccc1,9,-0.6,0.1,1
COc1ccc(-c2noc(-c3c(-c4ccccc4Cl)noc3C)n2)cc1,1,0.3,-0.1,-2
COc1ccccc1N/C=C/C(=O)c1ccc(Cl)cc1,-11,0.3,-0.2,-72
CCCCOc1ccc(/C=C2\N=C(c3cc([N+](=O)[O-])ccc3Cl)OC2=O)cc1,-3,0.1,0.2,-1
CC[C@@H](Cn1nc(-c2cccs2)oc1=O)NC(=O)C1CCCC1,-8,-0.2,-0.1,5
COc1ccc(NC(=O)/C(=C/c2cccc([N+](=O)[O-])c2)NC(=O)c2cc(Cl)ccc2OC)c(OC)c1,-2,0.5,-0.1,-1
CSCC[C@H](NC(=O)c1[nH]c(C)c(C(C)=O)c1C)c1nc2ccccc2[nH]1,-1,1.8,-0.2,1
O=C(CCCn1c(=S)[nH]c2ccc(Br)cc2c1=O)N1CCN(c2ccc(F)cc2)CC1,3,-1.3,-0.1,-15
COc1ccc2ccccc2c1/C=C1\N=C(c2ccc(C)c(C)c2)OC1=O,9,0.9,0.0,3
CCCn1cc(/C=C/c2nc(O)c([N+](=O)[O-])c(=O)[nH]2)c2ccccc21,4,0.1,0.0,-9
COc1cccc(NC(=O)/C=C/c2ccccc2OC)c1,-14,-2.5,-0.2,-62

# Continued.
SMILES,MITF inh,GPR151 ag,FBW7 activator,TEAD-YAP inh
CC(=O)CCc1ccc2oc(C(=O)NCc3ccccc3)c(C)c2c1,-7,0.5,0.1,-51
COc1ccccc1CNC(=O)COc1ccc(C)cc1Br,1,0.3,0.1,5
CCOC(=O)c1ccc(CNC(=O)CCC2(Cc3ccccc3)CCC(=O)N2)o1 (stereo not drawn),-1,-0.7,0.1,-61
CC1CCCCC1NC(=O)CSc1nnc(NC2CCCCC2)s1 (stereo not drawn),11,-1.5,0.1,-12
COCCNC(=O)C(=O)Nc1ccc(C)cc1,11,-0.8,-0.1,-32
Cc1cc(Br)ccc1NC(=O)c1cnc(N2CCN(c3ccccn3)CC2)c2ccccc12,8,0.0,0.1,-2
O=C(NCc1ccco1)c1nc2c(nnn2Cc2ccc(F)cc2)c(=O)[nH]1,10,5.3*,0.8,8
Cc1ccc(C)c(C(C)NC(=O)c2ccc(Br)o2)c1 (stereo not drawn),9,-1.9,0.4,-6
COc1ccccc1/C=C/C=C1N=C(/C=C/c2ccc(Cl)cc2)OC/1=O,-1,-0.9,0.0,2
CC(=O)c1ccc(NC(=S)NC2CCC(O)CC2)cc1 (stereo not drawn),-14,-1.1,0.0,-26
Cn1cnc2c1c(=O)n(Cc1ccccc1C#N)c(=O)n2C,-5,0.1,-0.3,-2
CCN(CC)C(=O)C1CC(c2ccc(F)cc2)=NO1 (stereo not drawn),7,-0.7,0.2,-26
Cc1cn2c3c(=O)n(Cc4cccc5ccccc45)c(=O)n(C)c3nc2n1Cc1ccco1,-13,-0.3,0.2,-4
CCN1C(=O)C2C(c3ccc(F)cc3)NC(CCSC)(C(=O)OC)C2C1=O (stereo not drawn),9,0.5,-0.3,1
CCOC1(OCC)N=C(N)C2(C#N)C(c3ccc(NC(C)=O)cc3)C12C#N (stereo not drawn),55*,-0.8,-0.1,-1
COc1cccc(C2C(C#N)=C(N)Oc3n[nH]c(C)c32)c1OC (stereo not drawn),4,-0.5,-0.1,10
Cc1cc(C)cc(NC(=O)CSc2nnc3[nH]c(=O)cc(C)n23)c1,2,0.2,-0.1,1
CC(C)Oc1ccc(CNC(=O)C2CC3CCCN3C23C(=O)Nc2ccccc23)cc1 (stereo not drawn),-9,-0.2,-0.1,7
Cn1c(=O)c2[nH]c(SCC(=O)c3ccccc3)nc2n(C)c1=O,2,-0.9,0.0,5
O=C(NCCc1ccco1)C1CC(Cc2cccc(Cl)c2)=NO1 (stereo not drawn),-12,-0.9,0.0,-36
CCCCOc1ccccc1NC(=O)c1ccc(SC)cc1OC,-4,-0.3,0.1,6
O=C1CCN(S(=O)(=O)c2ccc(S(=O)(=O)N3CCOCC3)cc2)C2CCCCC12 (stereo not drawn),5,-0.8,0.6,2
O=C1OC(c2ccc(Br)cc2)=N/C1=C\c1cccc(I)c1,-10,0.0,-0.1,-5
Cc1ccc(NC(=O)Cn2cnc3sc(C(=O)OC(C)C)c(C)c3c2=O)cc1,7,-0.2,-0.1,11
CCS(=O)(=O)c1ccc2c(c1)N(S(C)(=O)=O)CC(C(=O)O)O2 (stereo not drawn),5,2.1,-0.1,13
O=C(c1cc(=O)c2ccccc2o1)N1CCC(CO)(Cc2cccc(F)c2)CC1,5,-0.9,-0.1,-15
CC(=O)Nc1ccc(S(=O)(=O)Nc2ccc(N(C)C(C)=O)cc2)cc1,18,-1.0,0.0,5
Cc1ncn(-c2ccc(Nc3ncc(-c4cnn(C)c4)c(-c4cnn(C)c4)n3)cc2)n1,17,-1.5,0.5,-5
COc1ccc(C2CC(=O)C3=C(C2)NC(C)=C(C#N)C3c2ccc(F)cc2)cc1 (stereo not drawn),14,-0.1,1.1,16
CC(C)(C)c1[nH]c2ccccc2c1/C=N/O,-1,0.4,1.0,-6
COc1ccc(-c2cc(C(F)(F)F)n3nc(C(=O)Nc4cc(Cl)ccc4C)cc3n2)cc1,18,0.8,0.2,6
O=C(CN(Cc1ccc(Br)cc1)S(=O)(=O)c1ccccc1)Nc1ccc(F)cc1,9,-0.9,0.1,3
CC(C)Cn1cc(C(=O)NC(C)C)c(=O)c(C(=O)NC(C)Cc2ccsc2)c1 (stereo not drawn),-1,-0.1,-0.1,-1
O=C(Nc1ccc(C(=O)N2CCOCC2)cc1)c1ccccc1[N+](=O)[O-],15,0.8,0.2,12
CN(C)CCN(Cc1ccccc1)c1nccc(N(C)C)c1C#N,39,-1.5,0.0,-3
Cc1ccccc1Nc1cc(C(=O)NCC2CCCO2)c2ccccc2n1 (stereo not drawn),1,1.1,0.0,14
Nc1c(-c2nc(-c3cccnc3)no2)nnn1-c1ccccc1,-2,1.9,-0.1,-50
CCOc1ccc(C2NC(=O)C(O)=C2C(=O)c2ccco2)cc1 (stereo not drawn),27,-0.3,0.3,-14
CCOc1cc(C2/C(=C(/O)c3ccc(C)cc3)C(=O)C(=O)N2CC(C)O)ccc1O (stereo not drawn),0,0.6,-0.1,1
CCCCn1c(Cc2ccccc2)nnc1SCC(N)=O,-10,-0.3,-0.1,1
CCC(=NCC(=O)c1ccccc1)c1c(O)n(C)c(=O)n(C)c1=O,4,-0.3,0.5,-5
Cc1c(NC(=S)NCc2ccccn2)c(=O)n(-c2ccccc2)n1C,0,1.0,0.0,-4
COc1cc([N+](=O)[O-])ccc1N=c1ssnc1Cl,-6&-1,-0.1&0.5,0.0&-0.2,2&2
CCN1CCCC1CNC(=O)C1c2ccccc2C(=O)N(CC(C)C)C1c1cccs1 (stereo not drawn),11,-1.2,0.0,-1
NC1=NC(=O)C(F)(C(F)(F)F)S1 (stereo not drawn),-2,0.5,-0.1,1
O=C(COC(=O)c1ccc(Cl)c(S(=O)(=O)N2CCCCCC2)c1)c1ccccc1,-12,1.8,-0.1,4
Cc1occc1C(=O)Nc1ccc([N+](=O)[O-])cc1,13,-4.0,-0.3,-28
O=C(O)c1ccccc1C(=O)Nc1ncc(S(=O)(=O)c2ccc([N+](=O)[O-])cc2)s1,22,-0.6,0.1,8
COc1ccc(NS(=O)(=O)c2ccc3c(c2)CC(=O)N3)c(OC)c1,24,-0.9,0.9,0
CC(C)Cn1c(=O)[nH]c2nc(-c3ccc(O)cc3)cnc21,1,-1.1,-0.2,-13
O=C(Nc1cncc(-c2ccc3[nH]ncc3c2)c1)C(O)c1ccc(Cl)cc1 (stereo not drawn),25,2.1,-0.1,-3
CCOc1ccc(S(=O)(=O)NCCC(=O)OC2CCCCC2=O)cc1 (stereo not drawn),-1,1.1,0.0,-10
S=C(Nc1ccccc1Br)N1CCCC1,1,-1.2,0.1,-43
CCOc1ccc(N=c2ssc3c2-c2cc(C)ccc2N(C(=O)COc2ccccc2)C3(C)C)cc1,6,-0.6,0.3,4
N#CCCn1cc(C#N)c(-c2ccc(Br)cc2)n1,3,1.2,0.1,10
CCN1C(=O)/C(=C/c2cc(Cl)c(O)c(OC)c2)NC1=S,19,4.0,-0.1,-2

# (listing goes on)
SMILES,MITF inh,GPR151 ag,FBW7 activator,TEAD-YAP inh
CCC(=O)Nc1ccc(NC(=O)/C=C/c2ccc(Cl)cc2)cc1,10,-0.2,0.2,4
CC(=O)N1CCc2c(sc(NC(=O)CCc3ccccc3)c2-c2nc3ccccc3s2)C1,10,-1.1,0.1,2
COc1ccc(/C=C2\SC(=N)N(c3ccc(F)cc3)C2=O)cc1,7,-0.6,-0.3,9
Cc1ccc(CN2C(=O)c3cccc(N)c3C2=O)cc1,-8,-1.3,0.7,-2
O=C(CCCn1c(=O)[nH]c2ccccc2c1=O)NC1CCCCCC1,-4,0.1,0.1,2
COc1ccc(-c2noc(CN3CCOc4ccc(Cl)cc4C3)n2)c(OC)c1OC,3,-1.5,0.3,-5
N#Cc1c(-n2ncnc2-c2ccccc2Cl)sc2c1CCCCC2,-17,1.0,-0.1,-3
S=C1NC2(CCCCC2)NC2=C1CCCC2,-2,1.7,-0.1,4
COc1ccc(-c2ccc(C3C(C#N)=C(N)Oc4n[nH]c(C)c43)o2)cc1 (stereo not drawn),15,-0.3,-0.1,-2
CNC(=S)N1CCC(NC(=O)c2ccc(C)cc2)CC1,0,-0.3,-0.1,-4
